Lmaj promast: Leishmania major promastigote growth inhibition, primary screen; 200,000 tested, 9% active; inhibition, % at 10 µM; AID 1063, 2008; Leishmania major promastigotes, resazurin fluorescence viability; in the data active = inhibition above about 50%;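 note: promastigotes grown with compound for 44 hours at 28 °C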
Diaphorase inh: diaphorase inhibitors and chemical oxidizers, primary screen, counter-screen for diaphorase-coupled primary assays, biochemical, uHTS, resorufin fluorescence; diaphorase resazurin-to-resorufin fluorescence, NADH, 16 min; bacterial (C. kluyveri) enzyme, not human; inhibition, % at 20 µM; 190,000 tested, 0.69% active;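 active = primary screen inhibition at 20 µM above a set limit, cut at about 50% in these data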;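 note: plate controls were DMSO with full reaction for no effect and wells lacking NADH for full effect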
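Assay system: diaphorase enzyme from Clostridium kluyveri; Input: enzyme working solution with 0.14 U/mL diaphorase; Timing: 16 min at room temperature; Technique: resorufin fluorescence, excitation 544 nm, emission 590 nm; Benchmarks: positive control minus NADH, DMSO neutral control.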
bIAP inh: bovine intestinal alkaline phosphatase inhibitors, primary screen, selectivity assay for TNAP inhibitor project, biochemical, bovine IAP, CDP-star luminescence | alkaline phosphatase, intestinal [Bos taurus] | 190,000 tested, under 10 active | purified bovine IAP, 30 min | inhibition, % at 20 µM | AID 1019, 2008;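 active = over 50% inhibition of intestinal alkaline phosphatase at 20 µM in the single-dose screen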
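System: purified bovine intestinal alkaline phosphatase (IAP) enzyme; Input: IAP diluted 1/65,000,000 in the well; Measured by: CDP-star luminescence signal; Compound dosing: 20 µM single dose; Incubation: 30 min reaction at room temperature.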
PMI act hi M6P: human PMI activators, high substrate, primary screen, biochemical, fluorescence intensity, near-saturating mannose 6-phosphate; coupled PMI enzyme assay, resazurin fluorescence, 20 min; active compounds read high; 1 = untreated enzyme, 0 = substrate-free blank; Mannose-6-phosphate isomerase (Homo sapiens), P34949; activation factor at 20 µM; AID 1216, 2008; 190,000 tested, 0.34% active;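 active = activation factor of 2 or more at 20 µM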
Target sequence (P34949 whole entry, looked up): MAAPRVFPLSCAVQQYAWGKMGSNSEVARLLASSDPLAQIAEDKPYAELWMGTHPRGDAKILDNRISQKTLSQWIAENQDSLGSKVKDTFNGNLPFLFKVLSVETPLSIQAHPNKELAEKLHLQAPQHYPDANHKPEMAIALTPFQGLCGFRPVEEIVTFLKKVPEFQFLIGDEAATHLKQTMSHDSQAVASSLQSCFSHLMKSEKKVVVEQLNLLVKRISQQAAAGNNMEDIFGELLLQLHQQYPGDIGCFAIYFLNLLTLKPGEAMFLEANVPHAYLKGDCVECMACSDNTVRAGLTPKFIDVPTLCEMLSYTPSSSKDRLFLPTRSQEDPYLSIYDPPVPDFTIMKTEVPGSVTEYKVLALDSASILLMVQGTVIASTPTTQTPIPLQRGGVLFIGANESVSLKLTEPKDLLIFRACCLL
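Material: human phosphomannose isomerase with PGI, G6PDH, diaphorase coupling enzymes; amount: PMI at 15 ng/mL final; also added: Mannose-6-phosphate 1.0 mM (near-saturating) plus 0.22 mM NADP+; incubation: enzyme reaction with compound 20 min at room temperature; signal: resorufin fluorescence (Ex 544/Em 590 nm) from resazurin via diaphorase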
bIAP activator: bovine intestinal alkaline phosphatase activators, primary screen, biochemical, bovine IAP, CDP-star luminescence; purified bovine IAP, 30 min; active compounds read high; fold of DMSO-control signal, blank-subtracted; activation factor at 20 µM; 200,000 tested, 0.17% active;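 active = activation factor of 2 or more at 20 µM, a signal rise over negative controls twice the positive control's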
TNAP inh no acc: human TNAP enzyme inhibitors, primary screen, biochemical, luminescent, no phosphate acceptor, uHTS; 200,000 tested, 0.26% active; AID 1012, 2008; inhibition, % at 20 µM; purified TNAP, CDP-star luminescence, 30 min;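 active = tissue-nonspecific alkaline phosphatase inhibition above about 50% at 20 µM in the single-dose screen, limit read from the data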;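 note: 0% = DMSO negative control and 100% = EDTA positive control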
Target sequence (P05186 whole entry, looked up): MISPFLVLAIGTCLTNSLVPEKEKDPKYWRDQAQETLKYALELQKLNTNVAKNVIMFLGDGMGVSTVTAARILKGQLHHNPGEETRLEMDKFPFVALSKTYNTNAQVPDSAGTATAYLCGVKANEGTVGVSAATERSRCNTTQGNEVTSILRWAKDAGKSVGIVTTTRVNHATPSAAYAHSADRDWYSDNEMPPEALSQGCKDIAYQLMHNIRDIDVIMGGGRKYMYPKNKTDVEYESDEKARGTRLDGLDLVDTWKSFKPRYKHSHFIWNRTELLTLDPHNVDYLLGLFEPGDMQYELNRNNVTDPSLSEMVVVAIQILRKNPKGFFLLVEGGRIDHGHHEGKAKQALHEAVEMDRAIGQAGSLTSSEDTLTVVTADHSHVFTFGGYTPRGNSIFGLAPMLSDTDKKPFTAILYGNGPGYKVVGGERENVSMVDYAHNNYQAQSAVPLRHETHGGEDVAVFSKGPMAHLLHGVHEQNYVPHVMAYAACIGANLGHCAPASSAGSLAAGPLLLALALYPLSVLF
TNAP inh hiacc: human TNAP enzyme inhibitors, primary screen, biochemical, luminescent, high phosphate acceptor level, uHTS; Alkaline phosphatase, tissue-nonspecific isozyme (Homo sapiens), P05186; purified TNAP, CDP-star luminescence, 1 M DEA; inhibition, % at 20 µM; 200,000 tested, 0.03% active; AID 1135, 2008;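 active = over 50% inhibition of tissue-nonspecific alkaline phosphatase at 20 µM in the single-dose screen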;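 note: plate controls were DMSO wells for no effect and EDTA-quenched wells as full inhibition for full effect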
Diaph act CS: compounds boosting diaphorase resazurin reduction – biochemical, uHTS, resorufin fluorescence, counter-screen for diaphorase-coupled primary assays, primary screen; 190,000 tested, 0.005% active; activation factor at 20 µM; Diaphorase/resazurin coupled assay, 16 min; active compounds read high; 1 = vehicle wells, 0 = NADH-free wells;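 active = diaphorase activity raised at least twofold by the compound at 20 µM; inactive = activation factor below 2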
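test system = bacterial diaphorase enzyme (C. kluyveri) | quantity = enzyme 0.07 U/mL final | reagent = NADH substrate 0.114 mM plus resazurin dye 0.1 mM, final | incubation = 16 min enzyme reaction, ambient temperature | buffer or medium = HEPES pH 7.4 buffer with MgCl2 and Tween 20 | signal = fluorescence of resorufin, 544 nm excitation, 590 nm emission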
PMI act: activators of human PMI, primary screen, biochemical, fluorescence intensity, near-Km mannose 6-phosphate | purified human PMI, coupled resazurin fluorescence, 20 min; active compounds read high; 1 = vehicle control, 0 substrate-free wells | 190,000 tested, 0.005% active | activation factor at 20 µM;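 active = activation factor of 2 or more at 20 µM, relative to plate controls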
TNAP act hiacc: TNAP activators at high phosphate acceptor level, primary screen, biochemical, luminescence, uHTS. Alkaline phosphatase, tissue-nonspecific isozyme (Homo sapiens), P05186. purified TNAP, CDP-star luminescence, 1 M DEA, 30 min; active compounds read high; 0 = EDTA background, 1 = DMSO-only activity. activation factor at 20 µM. 200,000 tested, under 10 active. AID 1136, 2008;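 active = activation factor at least 2 at 20 µM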
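Control set: EDTA negative control, DMSO positive control / Assay system: human TNAP / Quantity: TNAP 1/800 final / Evaluation: TNAP activation factor scaled between EDTA and DMSO control wells / Measured by: luminescent substrate turnover signal / Compound dosing: one dose, 20 µM / Times: 30 min enzyme reaction at room temperature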
The depositor's hits bear a star.

SMILES	Lmaj promast	Diaphorase inh	bIAP inh	PMI act hi M6P	bIAP activator	TNAP inh no acc	TNAP inh hiacc	Diaph act CS	PMI act	TNAP act hiacc
CC(C)CNC(=O)c1ccc(C2SCC(=O)N2Cc2ccccc2)cc1 (stereo unspecified)	19	19	1	0.9	1	-6	-5	0.8	0.9	1
COc1ccc(OC)c(NC(=O)c2cc(-c3ccc(C)cc3O)n[nH]2)c1	-7	-1	-37	1	1.4	-42	0	1	1	1
C=C(C)COc1ccc(-c2nc(N)nc(C)c2-c2ccc(OC)cc2)c(O)c1	-1	12	-5	0.8	1.1	-4	0	0.9	0.9	1
CCC(C)c1ccccc1NC(=O)COC(=O)c1ccc(C)c(NC(=O)c2ccco2)c1 (stereo unspecified)	12	11	8	1	0.9	-7	-3	0.9	0.8	1
Nc1cc(C(F)(F)F)ccc1N1CCOCC1	1	8	7	0.9	0.9	-4	-6	0.9	1	1.1
O=C(Cn1c(C(F)(F)F)nc2ccccc21)c1ccc(Cl)cc1	-1	4	21	0.9	0.8	-1	-3	1	0.9	1
CCOC(=O)c1c(C)[nH]c(C)c1C(=O)CSc1nc2ccccc2c(=O)n1-c1ccc(F)cc1	30	20	-16	0.9	1.2	-11	-1	0.8	0.8	1
CC(C)(C)c1ccc(CN(Cc2ccco2)Cc2nnnn2C2CCCC2)cc1	26	9	6	0.9	0.9	-6	-5	0.9	0.8	1.1
c1coc(-c2ccnc3nc(-n4cccc4)nn23)c1	-1	4	1	1.1	1	-7	3	1	1.1	1
CCC(=O)c1ccc(OCC(O)CN(CCc2ccccc2)Cc2ccccc2)cc1 (stereo unspecified)	100*	22	-11	0.9	1.1	4	-3	0.8	0.9	1
Cc1ncsc1CCOC(=O)c1ccc([N+](=O)[O-])cc1	-4	5	-18	1.1	1.2	11	-1	0.9	1.1	1
CC1=C(C)CS(=O)N(S(=O)(=O)c2ccc(Cl)cc2)C1 (stereo unspecified)	-2	7	6	1.2	0.9	1	-4	0.9	1.2	1
c1coc(CNc2c3c(nc4ncnn24)CCC3)c1	-4	-11	-10	1	1.1	-14	-4	1.1	1.1	1
Cn1nnnc1SCc1cn2cccnc2n1	-2	16	2	1	1	-10	-3	0.8	0.9	1
Cc1cccc(C)c1NC(=O)c1ccc(-c2ccc(Cl)cc2Cl)o1	91*	20	0	0.8	1	-2	-3	0.8	0.8	1
C=CCNC(=O)c1ccccc1S(=O)c1ccccc1C#N (stereo unspecified)	-6	17	12	0.9	0.9	-6	-4	0.8	0.9	1
CCOC(=O)c1c(C)[nH]c(C)c1C(=O)COC(=O)[C@@H](NC(=O)c1ccccc1OCC)C(C)C	4	23	-14	0.9	1.1	-11	-9	0.8	0.9	1.1
CC1(c2ccccc2Cl)NC(=O)N(CC(=O)Nc2ccc3c(c2)OCO3)C1=O (stereo unspecified)	-7	4	6	1	0.9	-7	-4	1	1	1
CCCNC(=O)C1CCN(S(=O)(=O)c2ccc3nc4c(c(C(=O)O)c3c2)CCCCC4)CC1	-7	14	2	0.9	1	-6	2	0.9	0.9	1
CSc1nc2ccc(NC(=O)c3nn(C(C)C)c(=O)c4ccccc34)cc2s1	45	8	5	1	1	-8	-1	0.9	0.9	1
O=C(NCc1ccco1)c1ccc(COc2ccc(Cl)cc2)cc1	50*	6	-2	1	1	-13	-6	0.9	1	1.1
O=C(CCN1C(=O)C2C3C=CC(C3)C2C1=O)N1CCN(c2ccccc2F)CC1 (stereo unspecified)	-10	11	2	0.9	1	-16	-9	0.9	1	1.1
Cc1c(Oc2ccc(C(F)(F)F)cc2[N+](=O)[O-])ccc2c3c(c(=O)oc12)CCC3	-5	19	13	1	0.9	-9	1	0.8	0.9	1
COc1ccc(-c2nn(-c3ccccc3)cc2/C=C/C(=O)OCC(=O)Nc2ccc(C#N)cc2)cc1	92*	17	10	0.9	0.9	-2	-1	0.8	0.9	1
O=C1CC(c2ccc(S(=O)(=O)Nc3cc(C(F)(F)F)cc(C(F)(F)F)c3)cc2)CN1 (stereo unspecified)	-9	13	-3	1	1	-7	-5	0.9	0.9	1
C=CCNC(=O)Nc1ccc(F)c(Cl)c1	-4	1	1	0.9	1	-10	-4	1	0.9	1
CC(C)COc1ccc(C(=O)OCCN2CCOCC2)cc1	-1	12	2	1.1	1	-12	-4	0.9	1	1
Cc1ccc(C(OCCN(C)C)c2cccc(C(F)(F)F)c2)cc1 (stereo unspecified)	20	14	10	0.9	0.9	2	-1	0.9	0.9	1
OCCN(Cc1ccccc1)Cc1ccccc1F	0	12	4	0.9	1	-4	4	0.9	0.9	1
Cc1[nH]cnc1CSCc1ccc(Cl)cc1	7	8	4	1	1	-10	-3	0.9	1	1
Cc1nc2sc(C(c3ccc(Cl)cc3)N3CC(C)OC(C)C3)c(O)n2n1 (stereo unspecified)	-6	20	-11	0.9	1.1	-7	-6	0.8	0.9	1.1
CC(=O)SC(C)CC(=O)NCc1ccccc1 (stereo unspecified)	-3	3	8	1.1	0.9	-29	-1	1	1.1	1
CCS(=O)(=O)N1CCC(C(=O)NCCCN2CCN(c3ccccc3F)CC2)CC1	-5	7	0	1	1	-16	-6	0.9	1.1	1.1
CC(=O)Nc1ccc(-c2csc(NC(=O)c3ccc(C)o3)n2)cc1	14	14	11	1	0.9	-10	-1	0.9	1	1
O=C(Nc1nc(-c2ccccc2)cs1)C1c2ccccc2Oc2ccccc21	2	16	12	0.8	0.9	4	1	0.8	0.8	1
COc1ccc(Cl)cc1NC(=O)NC(C)c1ccncc1 (stereo unspecified)	4	12	-20	0.9	1.2	-12	-3	0.9	0.9	1
Cc1cccc(/C(N)=N/OC(=O)COc2ccccc2Cl)c1	1	-1	3	1	1	-3	-5	1	1	1
Cc1ccc2c(c1)NC(=O)C(N1CCOCC1)(C(F)(F)F)O2 (stereo unspecified)	4	11	11	0.9	0.9	-5	1	0.9	0.9	1
O=C(CSc1nnc(COc2ccc(Cl)cc2)o1)N1c2ccccc2CCc2ccccc21	67*	19	11	0.9	0.9	-6	-4	0.8	0.9	1
O=C(/C=C/Nc1ccc([N+](=O)[O-])cc1Br)c1cccc2ccccc12	75*	13	-2	0.8	1	2	6	0.9	0.9	0.9
CCn1c(SCC(=O)Nc2nc(C)c(C)s2)nnc1-c1ccco1	1	8	9	1	0.9	-11	-2	0.9	1	1
CCc1noc2c1/C(=N\O)CC(c1ccccc1)C2 (stereo unspecified)	3	9	13	0.9	0.9	-4	1	0.9	0.8	1
C=CCOc1ccc(Cl)cc1C(=O)O	-12	12	0	1	1	-12	-4	0.9	1	1
CC12CCC(C(=O)N(NC(=O)c3ccccc3O)C1=O)C2(C)C (stereo unspecified)	70*	-2	10	1.3	0.9	4	6	1	1.1	0.9
Cc1ccccc1C(=O)c1cccn1CC(=O)O	-6	0	1	1.1	1	-14	1	1	1	1
CCn1c(NCc2ccccc2Cl)nc2ccccc21	51*	-6	3	1	1	-11	-5	1.1	1	1.1
O=C(CCS(=O)(=O)c1ccc(Cl)cc1)N1CCN(c2ccccc2F)CC1	9	-14	2	1.1	1	-7	-7	1.1	1.1	1.1
CCN1CCN(c2nc(-c3cccs3)nc3ccccc23)CC1	12	6	26	0.8	0.7	-23	-3	0.9	0.8	1
Nc1nc(-n2cnnc2)nn1-c1ccccc1	-9	3	9	0.9	0.9	-9	1	1	1	1
CC(=O)NC(CC(=O)NC1CCCCC1)c1ccccc1 (stereo unspecified)	-4	21	18	1	0.8	-13	-1	0.8	1	1
CSc1ccccc1NC(=S)Nc1cccc(C(F)(F)F)c1	0	0	3	1.1	1	4	-9	1	1.1	1.1
CCOC(=O)N1CCN(C(=O)/C(=C\c2cccs2)NC(=O)c2cccs2)CC1	-1	-16	-8	1	1.1	-10	-5	1.2	1.1	1

Pulled one by one from the entries so far, 2 records:
SMILES	Lmaj promast	Diaphorase inh	bIAP inh	PMI act hi M6P	bIAP activator	TNAP inh no acc	TNAP inh hiacc	Diaph act CS	PMI act	TNAP act hiacc
C=CCOc1ccc(Cl)cc1C(=O)O	-12	12	0	1	1	-12	-4	0.9	1	1
CSc1ccccc1NC(=S)Nc1cccc(C(F)(F)F)c1	0	0	3	1.1	1	4	-9	1	1.1	1.1

By substructure, the entries above with a furan ring, fused or not
SMILES	Lmaj promast	Diaphorase inh	bIAP inh	PMI act hi M6P	bIAP activator	TNAP inh no acc	TNAP inh hiacc	Diaph act CS	PMI act	TNAP act hiacc
CCC(C)c1ccccc1NC(=O)COC(=O)c1ccc(C)c(NC(=O)c2ccco2)c1 (stereo unspecified)	12	11	8	1	0.9	-7	-3	0.9	0.8	1
CC(C)(C)c1ccc(CN(Cc2ccco2)Cc2nnnn2C2CCCC2)cc1	26	9	6	0.9	0.9	-6	-5	0.9	0.8	1.1
c1coc(-c2ccnc3nc(-n4cccc4)nn23)c1	-1	4	1	1.1	1	-7	3	1	1.1	1
c1coc(CNc2c3c(nc4ncnn24)CCC3)c1	-4	-11	-10	1	1.1	-14	-4	1.1	1.1	1
Cc1cccc(C)c1NC(=O)c1ccc(-c2ccc(Cl)cc2Cl)o1	91*	20	0	0.8	1	-2	-3	0.8	0.8	1
O=C(NCc1ccco1)c1ccc(COc2ccc(Cl)cc2)cc1	50*	6	-2	1	1	-13	-6	0.9	1	1.1
CC(=O)Nc1ccc(-c2csc(NC(=O)c3ccc(C)o3)n2)cc1	14	14	11	1	0.9	-10	-1	0.9	1	1
CCn1c(SCC(=O)Nc2nc(C)c(C)s2)nnc1-c1ccco1	1	8	9	1	0.9	-11	-2	0.9	1	1
